Cdc42 wt GTP = modulators (inhibitors or activators) of GTP binding to human Cdc42 wildtype | P60953 | GST-Cdc42 beads, Bodipy-GTP binding, flow cytometry; actives lie on both sides | percent activity (GTP binding), % at 10 µM | 0.2% of 190,000 active | AID 761;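 active = percent activity GTP binding at least 20 points away from the 100% baseline, either down as inhibitor or up as activator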;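 note: median bead fluorescence of bound Bodipy-FL-GTP at 100 nM; 0% = excess unlabeled GTP control and 100% = no compound control; below 100% means less GTP binding so inhibitor and above means activator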
Target sequence (P60953 whole entry, looked up): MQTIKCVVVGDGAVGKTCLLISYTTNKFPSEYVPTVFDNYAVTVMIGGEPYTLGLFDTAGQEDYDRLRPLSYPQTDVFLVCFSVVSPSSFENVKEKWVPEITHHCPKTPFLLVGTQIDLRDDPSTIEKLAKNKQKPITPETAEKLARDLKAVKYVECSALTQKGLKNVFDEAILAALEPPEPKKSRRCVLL
Rab7 wt modul = alters GTP binding to wildtype dog Rab7. GST-Rab7 beads, fluorescent GTP binding, flow cytometry; actives lie on both sides; untreated = 100%, excess cold GTP = 0%. AID 758. 0.055% of 190,000 active. GTP binding activity (percent of control), % at 10 µM;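 active = fluorescent GTP binding to Rab7 beads changed by at least 20 points from the 100% baseline, either direction, mostly lower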;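 note: median green fluorescence of bound Bodipy-FL-GTP per Rab7 bead population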
Rac1 mut GTP = modulators of GTP binding to human Rac1 activated mutant; P63000; GST-Rac1 activated beads, fluorescent GTP binding, flow cytometry; actives lie on both sides; 100% means binding = to untreated wells; percent activity (GTP binding), % at 10 µM; 0.11% of 190,000 active;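 active = GTP binding at least 20 percentage points away from the 100% baseline, in either direction, so actives lie on both sides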
Mcl1-Noxa inh = disrupts binding of human Mcl-1 to Noxa peptide | Q07820 | TR-FRET Mcl-1/Noxa peptide binding, 2 h | inhibition, % at 21.7 µM | 1.5% of 220,000 active | AID 1022;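 active = compounds that cut the protein-peptide binding signal by more than 50% relative to plate controls in a single-dose test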;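 note: His-tagged Mcl-1 with rhodamine Noxa BH3 peptide and terbium anti-His antibody; 0% = Mcl-1 plus Noxa peptide wells and 100% = peptide-only wells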
Target sequence (Q07820 whole entry, looked up): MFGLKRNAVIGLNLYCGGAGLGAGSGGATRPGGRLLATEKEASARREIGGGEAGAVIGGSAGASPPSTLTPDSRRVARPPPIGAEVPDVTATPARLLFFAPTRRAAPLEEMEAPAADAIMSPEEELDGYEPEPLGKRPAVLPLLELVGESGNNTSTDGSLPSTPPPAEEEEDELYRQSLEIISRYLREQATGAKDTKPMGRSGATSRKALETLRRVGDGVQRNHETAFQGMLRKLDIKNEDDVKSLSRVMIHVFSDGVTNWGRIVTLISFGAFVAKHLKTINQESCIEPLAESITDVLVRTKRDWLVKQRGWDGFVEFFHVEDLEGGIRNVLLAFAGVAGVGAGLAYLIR
Pf gametocyte = P. falciparum stage V gametocyte viability inhibition. 0.065% of 150,000 active. inhibition, % at 10.9 µM. AID 743093. P. falciparum stage V gametocytes, ATP luminescence, 24 h;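 active = inhibition above the mean plus 3 SD of compounds within the control limits, set per campaign, cut at about 38% in these data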;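 note: 0% = DMSO wells and 100% = medium only without gametocytes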
GSH fluor = GSH bead compound fluorescence profile; GSH beads flow cytometry, compound fluorescence 488/530 nm; stronger effect = higher value; fluorescence (KMESF) at 10 µM; 0.25% of 190,000 active; AID 1776; in the data active = fluorescence above about 89;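 note: glutathione beads carrying GST-tagged Bcl family fusion proteins plus one bare bead set; values are compound well signal with DMSO vehicle wells as background; inactives centre near 16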
HRas wt GTP bind = changes GTP binding to wildtype human HRas; P01112; GST-Ras wt beads, Bodipy-FL-GTP binding, flow cytometry; actives lie on both sides; GTP binding activity, % at 10 µM; 0.14% of 190,000 active;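 active = GTP binding activity at least 20% away from the 100% baseline, either lowered as inhibitor or raised as activator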;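 note: 0% = unlabeled GTP competition control and 100% = no-compound control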
Target sequence (P01112 whole entry, looked up): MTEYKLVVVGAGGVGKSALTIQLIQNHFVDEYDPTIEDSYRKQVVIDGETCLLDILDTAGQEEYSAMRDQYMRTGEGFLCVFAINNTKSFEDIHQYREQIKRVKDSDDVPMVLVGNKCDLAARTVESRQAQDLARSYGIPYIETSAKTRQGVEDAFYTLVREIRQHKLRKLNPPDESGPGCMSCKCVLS
Avidin fluor = avidin bead compound fluorescence profile; 0.38% of 220,000 active; fluorescence (KMESF) at 10 µM; Avidin beads, compound fluorescence 488/530 nm, flow cytometry; stronger effect = higher value; AID 1775; in the data active = fluorescence above about 47; note: inactives centre near 10
Rab2A wt mod = changes GTP binding to wildtype dog Rab2A, up or down; GST-Rab2 wt beads, Bodipy-GTP binding, flow cytometry; GTP binding activity, % at 10 µM; 0.19% of 190,000 active; AID 760;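 active = GTP binding activity at least 20 points away from 100%, either lowered or raised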;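 note: 0% = beads with excess unlabeled GTP and 100% = no-compound control corrected for plate trend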
Rac1 wt GTP bind = alters GTP binding to wildtype human Rac1. GST-Rac1 beads, fluorescent GTP binding, flow cytometry; actives lie on both sides; 0 = cold GTP competed, 100 = untreated. 0.27% of 190,000 active. GTP binding activity (% of control), % at 10 µM. P63000;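 active = GTP binding activity at least 20 points away from the 100% control level, either lower or higher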
Mcl1-Bid inh = disrupts binding of human Mcl-1 to Bid peptide; Q07820; TR-FRET Mcl-1/Bid-Dy647 peptide binding, 1536-well; inhibition, % at 21.7 µM; 0.97% of 220,000 active;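 active = compounds that cut the binding signal by more than half at the single screening dose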;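 note: His-tagged Mcl-1 with europium anti-His antibody binding Bid BH3 peptide; 0% = Mcl-1 plus peptide wells and 100% = peptide-only wells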
Numbers without * were called inactive.

What do the screens show for `O=C(Nc1nnc(CCN2CCCCC2)s1)c1ccccc1`?
Cdc42 wt GTP: 98.0; Rab7 wt modul: 95.0; Rac1 mut GTP: 94.0; Mcl1-Noxa inh: 12.9; Pf gametocyte: 15.4; GSH fluor: 19; HRas wt GTP bind: 97.0; Avidin fluor: 12; Rab2A wt mod: 95.0; Rac1 wt GTP bind: 99.0; Mcl1-Bid inh: 3.5

Results for O=C1CCCC(O)=C1C=Nc1ccc(O)cc1 ?
Cdc42 wt GTP: 97.0; Rab7 wt modul: 100.0; Rac1 mut GTP: 95.0; Mcl1-Noxa inh: 11.6; GSH fluor: 18; HRas wt GTP bind: 99.0; Avidin fluor: 20; Rab2A wt mod: 97.0; Rac1 wt GTP bind: 102.0; Mcl1-Bid inh: -18.0

How did COc1ccc(NC(=O)c2ccc(NC(=O)C(C)C)cc2)c([N+](=O)[O-])c1 do in these assays?
Cdc42 wt GTP: 100.0; Rab7 wt modul: 97.0; Rac1 mut GTP: 100.0; Mcl1-Noxa inh: 14.8; Pf gametocyte: 12.8; GSH fluor: 9; HRas wt GTP bind: 103.0; Avidin fluor: 15; Rab2A wt mod: 101.0; Rac1 wt GTP bind: 103.0; Mcl1-Bid inh: 2.0

How did CCN(CC)CCN(C)c1ccc(N2C(=O)C3CC=CCC3C2=O)cc1[N+](=O)[O-] (centres undefined) do in these assays?
Cdc42 wt GTP: 99.0; Rab7 wt modul: 99.0; Rac1 mut GTP: 101.0; Mcl1-Noxa inh: 20.6; Pf gametocyte: -17.1; GSH fluor: 15; HRas wt GTP bind: 99.0; Avidin fluor: 11; Rab2A wt mod: 100.0; Rac1 wt GTP bind: 103.0; Mcl1-Bid inh: -24.1

Results for O=C(Nc1cccnc1)c1ccc2c(c1)C(=O)N(Cc1cccnc1)C2=O ?
Cdc42 wt GTP: 101.0; Rab7 wt modul: 103.0; Rac1 mut GTP: 99.0; Mcl1-Noxa inh: 7.7; GSH fluor: 36; HRas wt GTP bind: 101.0; Avidin fluor: 7; Rab2A wt mod: 101.0; Rac1 wt GTP bind: 102.0; Mcl1-Bid inh: -15.0

What do the screens show for `Cc1c(C(=O)O)oc2c1C(O)CCC2` (centres undefined)?
Cdc42 wt GTP: 111.0; Rab7 wt modul: 102.0; Rac1 mut GTP: 102.0; Mcl1-Noxa inh: 15.8; Pf gametocyte: -52.0; GSH fluor: 15; HRas wt GTP bind: 107.0; Avidin fluor: 18; Rab2A wt mod: 106.0; Rac1 wt GTP bind: 108.0; Mcl1-Bid inh: -55.8

How did O=C(NCc1cccnc1)C(=O)NC1CCCCC1 do in these assays?
Cdc42 wt GTP: 95.0; Rab7 wt modul: 92.0; Rac1 mut GTP: 95.0; Mcl1-Noxa inh: 5.5; Pf gametocyte: -4.9; GSH fluor: 13; HRas wt GTP bind: 92.0; Avidin fluor: 9; Rab2A wt mod: 91.0; Rac1 wt GTP bind: 93.0; Mcl1-Bid inh: -49.8

What do the screens show for `O=C(N/N=C/c1sc(N2CCOCC2)nc1-c1ccccc1)c1ccccc1Cl`?
Cdc42 wt GTP: 94.0; Rab7 wt modul: 106.0; Rac1 mut GTP: 94.0; Mcl1-Noxa inh: 2.4; Pf gametocyte: 8.5; GSH fluor: 14; HRas wt GTP bind: 99.0; Avidin fluor: 11; Rab2A wt mod: 101.0; Rac1 wt GTP bind: 105.0; Mcl1-Bid inh: -22.0

What do the screens show for `Cc1ccc(C2CC(C(F)(F)F)n3nc(C(=O)NCc4ccco4)cc3N2)cc1` (centres undefined)?
Cdc42 wt GTP: 98.0; Rab7 wt modul: 100.0; Rac1 mut GTP: 97.0; Mcl1-Noxa inh: -10.1; Pf gametocyte: 0.0; GSH fluor: 38; HRas wt GTP bind: 98.0; Avidin fluor: 7; Rab2A wt mod: 96.0; Rac1 wt GTP bind: 100.0; Mcl1-Bid inh: 17.9

Results for Cc1ccccc1-n1cc(CNCc2c(C(=O)N(C)C)nc3ccc(Cl)cn23)cn1 ?
Cdc42 wt GTP: 103.0; Rab7 wt modul: 98.0; Rac1 mut GTP: 98.0; Mcl1-Noxa inh: -2.1; Pf gametocyte: -8.9; GSH fluor: 10; HRas wt GTP bind: 96.0; Avidin fluor: 10; Rab2A wt mod: 100.0; Rac1 wt GTP bind: 101.0; Mcl1-Bid inh: -9.7

What do the screens show for `NNC(=O)CN1CCN(c2ncc(C(F)(F)F)cc2Cl)CC1`?
Cdc42 wt GTP: 100.0; Rab7 wt modul: 98.0; Rac1 mut GTP: 98.0; Mcl1-Noxa inh: 16.3; Pf gametocyte: -12.1; GSH fluor: 12; HRas wt GTP bind: 97.0; Avidin fluor: 23; Rab2A wt mod: 100.0; Rac1 wt GTP bind: 100.0; Mcl1-Bid inh: -3.9

What do the screens show for `COc1ccc2cc(-c3[nH]ncc3CNCCn3nc(C)cc3C)ccc2c1`?
Cdc42 wt GTP: 98.0; Rab7 wt modul: 102.0; Rac1 mut GTP: 95.0; Mcl1-Noxa inh: 4.4; Pf gametocyte: -0.8; GSH fluor: 9; HRas wt GTP bind: 99.0; Avidin fluor: 3; Rab2A wt mod: 97.0; Rac1 wt GTP bind: 100.0; Mcl1-Bid inh: -17.8

What do the screens show for `CCCCCCCCCCCC(=O)c1c(O)cccc1O`?
Cdc42 wt GTP: 79.0*; Rab7 wt modul: 89.0; Rac1 mut GTP: 79.0*; Mcl1-Noxa inh: 19.2; GSH fluor: 15; HRas wt GTP bind: 82.0; Avidin fluor: 9; Rab2A wt mod: 81.0; Rac1 wt GTP bind: 83.0; Mcl1-Bid inh: 8.7

Results for CC1=Nc2ccccc2N=C(NC(=O)c2ccccc2)C1c1ccc(Cl)cc1 (centres undefined) ?
Cdc42 wt GTP: 97.0; Rab7 wt modul: 104.0; Rac1 mut GTP: 94.0; Mcl1-Noxa inh: 13.1; Pf gametocyte: 3.5; GSH fluor: 10; HRas wt GTP bind: 97.0; Avidin fluor: 9; Rab2A wt mod: 96.0; Rac1 wt GTP bind: 99.0; Mcl1-Bid inh: -25.0

Results for COCC(=O)Nc1ccccc1C#N ?
Cdc42 wt GTP: 100.0; Rab7 wt modul: 99.0; Rac1 mut GTP: 98.0; Mcl1-Noxa inh: 11.0; GSH fluor: 15; HRas wt GTP bind: 99.0; Avidin fluor: 34; Rab2A wt mod: 100.0; Rac1 wt GTP bind: 103.0; Mcl1-Bid inh: -3.6

Results for CCN(CC)C(=O)CSc1nnc([C@@H](N)Cc2ccccc2)o1 ?
Cdc42 wt GTP: 103.0; Rab7 wt modul: 104.0; Rac1 mut GTP: 100.0; Mcl1-Noxa inh: 19.4; GSH fluor: 12; HRas wt GTP bind: 105.0; Avidin fluor: 24; Rab2A wt mod: 103.0; Rac1 wt GTP bind: 105.0; Mcl1-Bid inh: 0.6

Results for O=C(Nc1ccc(F)c(F)c1)c1cc(S(=O)(=O)N2CCN(c3ccccn3)CC2)ccc1F ?
Cdc42 wt GTP: 99.0; Rab7 wt modul: 93.0; Rac1 mut GTP: 99.0; Mcl1-Noxa inh: -4.8; GSH fluor: 20; HRas wt GTP bind: 98.0; Avidin fluor: 8; Rab2A wt mod: 98.0; Rac1 wt GTP bind: 100.0; Mcl1-Bid inh: 0.1

What do the screens show for `COc1ccccc1Sc1nc(-c2ccccn2)ncc1OC`?
Cdc42 wt GTP: 95.0; Rab7 wt modul: 92.0; Rac1 mut GTP: 95.0; Mcl1-Noxa inh: -19.4; Pf gametocyte: 5.3; GSH fluor: 12; HRas wt GTP bind: 95.0; Avidin fluor: 12; Rab2A wt mod: 93.0; Rac1 wt GTP bind: 99.0; Mcl1-Bid inh: -0.8

How did CN(CC(=O)Nc1ccc(C#N)cc1)CC(=O)Nc1ccc(N2CCOCC2)cc1 do in these assays?
Cdc42 wt GTP: 103.0; Rab7 wt modul: 94.0; Rac1 mut GTP: 98.0; Mcl1-Noxa inh: -8.9; Pf gametocyte: -2.0; GSH fluor: 11; HRas wt GTP bind: 98.0; Avidin fluor: 13; Rab2A wt mod: 96.0; Rac1 wt GTP bind: 101.0; Mcl1-Bid inh: -27.3

How did CC(C)C(=O)Nc1ccc(-c2nc3cccnc3o2)cc1 do in these assays?
Cdc42 wt GTP: 98.0; Rab7 wt modul: 101.0; Rac1 mut GTP: 99.0; Mcl1-Noxa inh: 8.3; Pf gametocyte: -10.6; GSH fluor: 11; HRas wt GTP bind: 100.0; Avidin fluor: 25; Rab2A wt mod: 100.0; Rac1 wt GTP bind: 100.0; Mcl1-Bid inh: 19.4

What do the screens show for `Cc1oc(-c2cccc(F)c2)nc1CN(Cc1ccccc1)C[C@@H]1CCC(=O)N1`?
Cdc42 wt GTP: 94.0; Rab7 wt modul: 92.0; Rac1 mut GTP: 95.0; Mcl1-Noxa inh: 2.6; Pf gametocyte: 4.4; GSH fluor: 20; HRas wt GTP bind: 97.0; Avidin fluor: 5; Rab2A wt mod: 97.0; Rac1 wt GTP bind: 94.0; Mcl1-Bid inh: -0.4

Results for COCc1cc(=O)[nH]c(Nc2nc3ccc(C)cc3o2)n1 ?
Cdc42 wt GTP: 102.0; Rab7 wt modul: 100.0; Rac1 mut GTP: 99.0; Mcl1-Noxa inh: -66.5; GSH fluor: 30; HRas wt GTP bind: 101.0; Avidin fluor: 23; Rab2A wt mod: 100.0; Rac1 wt GTP bind: 106.0; Mcl1-Bid inh: -127.9

Results for CCN(CC)c1ccc(/C=C2/C(=O)c3ccc(C(=O)O)cc3C2=O)cc1 ?
Cdc42 wt GTP: 98.0; Rab7 wt modul: 105.0; Rac1 mut GTP: 101.0; Mcl1-Noxa inh: 58.1*; Pf gametocyte: 11.8; GSH fluor: 65; HRas wt GTP bind: 101.0; Avidin fluor: 14; Rab2A wt mod: 101.0; Rac1 wt GTP bind: 98.0; Mcl1-Bid inh: -91.6

What do the screens show for `Nn1c(SC/C=C/c2ccccc2)nnc1-c1ccncc1`?
Cdc42 wt GTP: 88.0; Rab7 wt modul: 93.0; Rac1 mut GTP: 90.0; Mcl1-Noxa inh: -14.2; Pf gametocyte: -0.4; GSH fluor: 18; HRas wt GTP bind: 91.0; Avidin fluor: 28; Rab2A wt mod: 88.0; Rac1 wt GTP bind: 90.0; Mcl1-Bid inh: -18.5

Results for CCOc1ccccc1NC(=O)C(OC(=O)c1ccc(O)cc1)c1ccccc1 (centres undefined) ?
Cdc42 wt GTP: 97.0; Rab7 wt modul: 98.0; Rac1 mut GTP: 95.0; Mcl1-Noxa inh: 1.5; Pf gametocyte: 11.6; GSH fluor: 17; HRas wt GTP bind: 96.0; Avidin fluor: 15; Rab2A wt mod: 97.0; Rac1 wt GTP bind: 100.0; Mcl1-Bid inh: -12.7

From PubChem
